Bioassay records as filed in PubChem BioAssay.
FXIa inh – blocks human coagulation factor XIa activity | purified human FXIa, fluorogenic AMC substrate cleavage | inhibition, % at 10 µM | actives 0.3% (n = 33,000);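 active = inhibition above 40% in the primary screen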;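 note: 0% = enzyme without compound and 100% = blank wells lacking enzyme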
Target sequence (P03951 19-387 limits assumed): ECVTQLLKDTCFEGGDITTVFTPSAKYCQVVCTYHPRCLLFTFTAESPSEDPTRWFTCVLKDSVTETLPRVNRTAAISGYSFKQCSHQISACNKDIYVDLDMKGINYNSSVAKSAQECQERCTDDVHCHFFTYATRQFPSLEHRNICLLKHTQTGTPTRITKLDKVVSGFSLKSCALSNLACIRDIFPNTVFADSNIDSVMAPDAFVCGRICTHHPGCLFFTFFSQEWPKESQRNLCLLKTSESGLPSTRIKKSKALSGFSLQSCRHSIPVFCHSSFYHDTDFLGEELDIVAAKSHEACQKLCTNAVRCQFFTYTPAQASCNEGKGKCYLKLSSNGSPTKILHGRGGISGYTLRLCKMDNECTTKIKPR
Target sequence (P03951 388-625 limits assumed): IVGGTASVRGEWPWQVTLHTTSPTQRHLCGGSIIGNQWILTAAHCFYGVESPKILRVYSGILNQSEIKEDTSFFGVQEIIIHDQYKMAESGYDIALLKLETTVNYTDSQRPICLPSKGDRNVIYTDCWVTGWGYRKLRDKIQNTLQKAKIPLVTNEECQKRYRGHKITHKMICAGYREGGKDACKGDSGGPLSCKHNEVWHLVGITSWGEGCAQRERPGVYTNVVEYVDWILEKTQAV
FXIIa single – inhibitors of human coagulation factor XIIa; P00748; purified human FXIIa, AMC substrate fluorescence, 2 h; inhibition, % at 10 µM; actives 0.2% (n = 33,000); AID 701; in the data active = inhibition above about 30%;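 note: 0% = enzyme with vehicle only and 100% = no enzyme blank; many of its hits are not listed in these tables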
Active calls of the source: *. Some of the compounds tested, so the mix of outcomes need not match the whole.

SMILES	FXIa inh	FXIIa single
CSCCC(NC(=O)c1ccco1)C(=O)OCC(=O)Nc1ncc(Cl)c(C)c1Cl (stereo unspecified)	-10	6
COc1ccc(C(=O)NCC(=O)Nc2ccccc2)cc1OC	3	6
Cc1cnc(NC(=O)COc2cccc3c2OC(C)(C)C3)s1	2	-12
COCCCNC(=O)CNC(=S)N(Cc1ccccc1F)C1CCCCC1	-4	11
COc1ccc(OCCCN2CCCCCC2)cc1	-3	-4
COc1ccc(Cl)cc1NC(=O)N1CCN(C2CCCCC2)CC1	3	9
COc1ccccc1NC(=O)CN1CCC(C(=O)c2ccc(F)cc2)CC1	-8	-2
CN(CC(=O)NCc1ccccn1)S(=O)(=O)c1ccccc1	-3	6
O=c1ccn(Cc2ccccc2Cl)cc1	-6	11
CC(C)(C)n1nnnc1C(c1cccc(C#N)c1)N1CCCCCC1 (stereo unspecified)	32	-14
Cn1c(=O)[nH]c(=O)c2c1nc(Br)n2CCSc1nc2ccccc2o1	-1	2
Cc1nc2ccc(NC(=O)NCCCO)cc2s1	-5	4
COc1ccc(S(=O)(=O)N(CCc2ccccc2)CC(=O)NC(C)C)cc1	2	11
O=C(O)Cc1ccc(C(=O)c2ccccc2F)s1	-4	14
COc1cccc(OC)c1C(=O)Nc1ccccc1N1CCCC1	6	0
CCN1CCCC1CNCc1cc(OC)c(OC)c(OC)c1 (stereo unspecified)	-4	5
COc1cccc(C(=O)Nc2ccc(NC(=O)c3ccco3)cn2)c1	37	5
COc1c(F)c(F)c(C(=O)Nc2ccc(N3CCN(Cc4ccccc4)CC3)cc2)c(F)c1F	-3	13
COc1ccc(NC(=O)CCNS(=O)(=O)c2cccc3nsnc23)cc1OC	-4	11
C=CCc1ccccc1OCC(O)CNC(C)C (stereo unspecified)	4	-1

Some values from the entries so far:
COc1ccc(S(=O)(=O)N(CCc2ccccc2)CC(=O)NC(C)C)cc1 | FXIa inh: 2
Cc1cnc(NC(=O)COc2cccc3c2OC(C)(C)C3)s1 | FXIa inh: 2
CC(C)(C)n1nnnc1C(c1cccc(C#N)c1)N1CCCCCC1 (stereo unspecified) | FXIa inh: 32
CCN1CCCC1CNCc1cc(OC)c(OC)c(OC)c1 (stereo unspecified) | FXIa inh: -4

(continued)
SMILES	FXIa inh	FXIIa single
Cc1ccccc1OCCSc1nnc(-c2ccncc2)n1C	-10	4
O=S(=O)(Cc1cc(Sc2ccccc2)nc(-c2ccccc2)n1)c1ccccc1	19	-16
Brc1ccc2[nH]c3nc(SCCN4CCOCC4)nnc3c2c1	-3	0
Cc1nnsc1NC(=O)OCC(C)(C)C	0	0
COCCNC(=O)C(C)N(c1ccc(OC)cc1)S(C)(=O)=O (stereo unspecified)	-3	12
CC(NS(=O)(=O)c1ccccc1)C(=O)Nc1ccc(S(N)(=O)=O)cc1 (stereo unspecified)	1	20
COC(=O)Nc1ccc(S(=O)(=O)N2CCCCC2)cc1	9	8
Cc1ccc(S(=O)(=O)c2nc(N3CCOCC3)sc2Cl)cc1	2	-12
O=C(Nc1ccc(S(=O)(=O)N2CCCc3ccccc32)cc1)C1CCCO1 (stereo unspecified)	-5	-3
Cc1cccc(C(=O)N2CCCCCC2)c1	-1	-4
CCn1c(CNC(=O)c2cccc(C)c2)nnc1SCC(=O)NC1CCCCC1C (stereo unspecified)	-11	3
CCC(C)N(C(=O)c1csnn1)C(C(=O)NC(C)(C)C)c1ccccc1 (stereo unspecified)	23	20
CCNC(=O)CN(c1ccccc1)S(=O)(=O)c1ccc(Cl)cc1	-3	9
O/N=C(/CCc1ccccc1)C1(O)CCCCC1	0	-1
CCOC(=O)C(C)c1nc2ccccc2[nH]c1=O (stereo unspecified)	4	-17
COC(=O)c1cc(=O)n(CCc2ccccc2)c(=Nc2ccc(F)cc2)s1	5	11
COc1ccccc1N(C(=O)Cn1nnc2ccccc21)C(C(=O)NCc1ccco1)c1ccc(C)o1 (stereo unspecified)	-1	4
CC(C)OC(=O)c1nnn(-c2nonc2N)c1CN1CCCCCC1	-6	1
COc1cccc2cc(C(=O)N3CCN(C(=O)c4ccccc4)CC3)c(=O)oc12	3	9
O=C(COc1ccc2ccccc2c1)Nc1nc2ccccc2[nH]1	-3	-1
CN(C(=O)c1ccco1)c1nc2c(s1)CCCC2	-6	4
Cc1ccc(NC(=O)CSc2nnc(CCNC(=O)OC(C)(C)C)o2)c(C)c1	5	8
Cc1ccccc1NC(=O)c1ccc2c(c1)OCCO2	5	-10
COC(=O)c1cc(C(=O)OC)n(Cc2ccc(F)cc2)n1	-3	6
CC(C)CNC(=O)CSc1nnc(-c2ccccn2)n1Cc1ccccc1	-4	2
Nc1ccc(SCCN2C(=O)c3ccccc3C2=O)cc1	-7	2
CCS(=O)(=O)CCSc1nc2ccccc2s1	2	-11
c1cc(-c2nnc3n2CCCCC3)ccn1	0	4
COc1cccc(NC(=O)Nc2cccn(Cc3ccccc3)c2=O)c1	-1	5
COc1ccc(NC(=O)NC2CC3CCCC(C2)N3Cc2ccccc2)cc1 (stereo unspecified)	0	3
CC(=O)c1ccc2c(c1)N(C)c1ccccc1S2	-7	-2
CN(C)S(=O)(=O)c1ccc(NC(=O)c2cccnc2)cc1	3	11
COc1ccc2nc(NC(C)=O)sc2c1	9	4
CC(C)Oc1cccc(C(=O)O)c1	0	18
CCOC(=O)c1cnc2sccn2c1=O	7	-17
COC(=O)NC1CCC(CC2CCC(NC(=O)OC)CC2)CC1 (stereo unspecified)	-9	-8
Cc1ccc(S(=O)(=O)N(CC(=O)N2CCOCC2)CC(=O)N2CCOCC2)cc1	0	2
Cc1c(C(=O)NCc2ccccn2)oc2ccccc12	-3	-16
COc1cc(S(=O)(=O)NCCCN2CCOCC2)ccc1Cl	-2	9
CCc1nc2ccccc2c(C(=O)O)c1C	0	-1

A section from further up, for reference:
SMILES	FXIa inh	FXIIa single
COc1cccc(NC(=O)Nc2cccn(Cc3ccccc3)c2=O)c1	-1	5
COc1ccc(NC(=O)NC2CC3CCCC(C2)N3Cc2ccccc2)cc1 (stereo unspecified)	0	3
CC(=O)c1ccc2c(c1)N(C)c1ccccc1S2	-7	-2
CN(C)S(=O)(=O)c1ccc(NC(=O)c2cccnc2)cc1	3	11
COc1ccc2nc(NC(C)=O)sc2c1	9	4

By substructure: the compounds so far containing a COOH group
SMILES	FXIa inh	FXIIa single
O=C(O)Cc1ccc(C(=O)c2ccccc2F)s1	-4	14
CC(C)Oc1cccc(C(=O)O)c1	0	18
CCc1nc2ccccc2c(C(=O)O)c1C	0	-1

Other compounds
SMILES	FXIa inh	FXIIa single
CC(C)[C@H](NC(=O)NCCc1ccccc1)C(=O)O	33	-10
COC(=O)c1ccc(CSc2nc3cc(Cl)ccc3s2)o1	3	11
O=S(=O)(c1ccc(Cl)cc1)N1CCN(C2CCN(Cc3ccccc3)CC2)CC1	7	12
Cn1c(=O)n(C)c2cc(NC(=O)C(F)(F)F)ccc21	-5	-2
CN(C)c1ccc(-c2nn3c(-c4ccc(Cl)cc4)nnc3s2)cc1	0	-22
COc1ccc(OCC(=O)OC(C)CN2CCOCC2)cc1 (stereo unspecified)	35	-14
Cc1cc(NC(=O)c2cc(-c3ccncc3)nc3c(C)cccc23)no1	-2	-3
CCCCN1C(=O)C(NC(=O)c2cccnc2)(C(F)(F)F)C2=C1CC(C)(C)CC2=O (stereo unspecified)	3	-15
CCOC(=O)c1c(NC(=O)c2ccccc2C)sc2c1CC(C)(C)OC2	-3	-1
COCCCNC(=O)C(F)(F)C(F)(F)C(=O)NCCCOC	-5	5
COc1ccc(C2C(C(N)=O)=C(C)Nc3nc(-c4cccc(Cl)c4)nn32)cc1OC (stereo unspecified)	-2	6
N#Cc1ccccc1CSc1ccccn1	-4	3
CC(O)c1nc2ccccc2n1CCOc1ccccc1 (stereo unspecified)	1	-12
COCCNCC(=O)NC12CC3CC(CC(C3)C1)C2	0	3
CSc1cccc(NC(=O)c2ccccc2N(C)S(C)(=O)=O)c1	-6	3
Cc1ccc2nc(-c3sc4nc(C)ccc4c3N)[nH]c2c1	-6	-27
O=C1Cn2c(nc3ccccc32)N1c1ccccc1F	3	7
CCOC(=O)c1cccc(Nc2ncnc3ccc(C)cc23)c1	-6	0
O=C(Cc1coc2ccc3ccccc3c12)N1CCCC1	-1	3
COC(=O)c1cccc(NC(=O)CN(c2ccc3c(c2)OCO3)S(C)(=O)=O)c1C	6	17
Cc1[nH]c2ccccc2c1C(c1ccccn1)N1CCC(C)CC1 (stereo unspecified)	11	7
CN(c1ccc(OCC(=O)Nc2ccc3[nH]c(=O)[nH]c3c2)cc1)S(=O)(=O)c1ccc(Cl)cc1	-3	10
Cc1cc(C)cc(NC(=O)c2ccc(Cn3nc(C)c(Cl)c3C)o2)c1	-9	5
CCOC(=O)N1CCC(NC(=O)Cc2ccc(-n3c(=O)[nH]c4ccccc4c3=O)cc2)CC1	-3	1
Nn1c(SC/C=C/c2ccccc2)nnc1-c1ccccn1	-2	6
CCCn1c(/N=C/c2ccc3c(c2)OCO3)nc2ccccc21	12	7
S=c1[nH]nc(COc2ccc3ccccc3c2)o1	-1	-3
CCSc1nnc(-c2ccncc2)n1Cc1ccccc1	2	5
CCOc1ccc(NC(=O)CCCOc2cc(=O)n(C)c3ccccc23)cc1	-13	-10
CC(C)NC(=O)c1ccccc1NC(=O)C1COc2ccccc2O1 (stereo unspecified)	3	3
O=C(c1ccc(Cn2cc(Cl)cn2)cc1)N1CCN(c2ccccc2)CC1	5	5
CCCC(=O)Nc1ccc(NC(=O)Cc2ccccc2)cn1	6	5
CCOC(=O)c1c(C)c(-c2ccccc2)n(CC(=O)NCCC(C)C)c1C	5	9
COc1ccc(S(=O)(=O)CCC(=O)Nc2ccc(OC)cc2OC)cc1	7	4
CCOC(=O)c1c(C)[nH]c(C)c1C(=O)COC(=O)[C@@H]1CCCN1S(=O)(=O)c1ccc(Cl)cc1	14	3
CCC1(CC)NC(=O)N(CC(=O)NCc2ccc3c(c2)OCO3)C1=O	6	2
O=C1CCCC(O)=C1C=Nc1ccc(O)cc1	1	6
O=S(=O)(NC12CC3CC(CC(C3)C1)C2)c1ccc(F)cc1	1	5
O=C(O)C1C2C=CC(O2)C1C(=O)Nc1ccc(S(=O)(=O)Nc2ccccc2)cc1 (stereo unspecified)	5	7
O=C(c1cc2c(s1)CCC2)N1CCN(c2ccccc2)CC1	-5	0

Filtered by structure, those above with a tert-butyl group
SMILES	FXIa inh	FXIIa single
CC(C)(C)n1nnnc1C(c1cccc(C#N)c1)N1CCCCCC1 (stereo unspecified)	32	-14
Cc1nnsc1NC(=O)OCC(C)(C)C	0	0
CCC(C)N(C(=O)c1csnn1)C(C(=O)NC(C)(C)C)c1ccccc1 (stereo unspecified)	23	20
Cc1ccc(NC(=O)CSc2nnc(CCNC(=O)OC(C)(C)C)o2)c(C)c1	5	8

The listing continues:
SMILES	FXIa inh	FXIIa single
Cc1coc(C)c1C(=O)CC1(O)C(=O)N(Cc2ccccc2)c2ccccc21 (stereo unspecified)	5	5
CCC(=O)Nc1sc2c(c1C#N)CC(C)(CC)OC2 (stereo unspecified)	-9	6
CN(C)c1nc(OCCNC(=O)Nc2ccccc2)nc(N2CCOCC2)n1	1	-1
c1ccc(C(c2ccccc2)N2CCN(c3nc4ccccc4n4cnnc34)CC2)cc1	3	7
CC1(C)Cc2ccccc2C(NNC(=O)c2ccccn2)=N1	1	5
CCCn1c(=O)c(C(=O)Nc2c(C)n(C)n(-c3ccccc3)c2=O)c(O)c2ccccc21	-9	5
